Screening results (PubChem BioAssay)
mIAP inh: blocks mouse intestinal alkaline phosphatase; purified mouse IAP, CDP-Star luminescence, 30 min; inhibition, % at 10 µM; 330,000 tested, 0.2% active;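 active = inhibition of at least 40% at 10 µM in the primary screen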;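 note: plate controls were DMSO with enzyme for no effect and no enzyme wells for full effect; values of inactives mirror those of a sister screen read the other way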
hIAP block: human IAP inhibition; inhibition, % at 10 µM; purified IAP, CDP-Star luminescence, 30 min; 330,000 tested, 0.12% active; P09923;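 active = inhibition reaching a set limit with compound at 10 µM in the primary screen, cut at about 35% in these data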;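 note: plate controls were DMSO wells with enzyme for no effect and no-enzyme buffer wells for full effect; values of inactives mirror those of a sister screen read the other way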
Target sequence (P09923 whole entry, looked up): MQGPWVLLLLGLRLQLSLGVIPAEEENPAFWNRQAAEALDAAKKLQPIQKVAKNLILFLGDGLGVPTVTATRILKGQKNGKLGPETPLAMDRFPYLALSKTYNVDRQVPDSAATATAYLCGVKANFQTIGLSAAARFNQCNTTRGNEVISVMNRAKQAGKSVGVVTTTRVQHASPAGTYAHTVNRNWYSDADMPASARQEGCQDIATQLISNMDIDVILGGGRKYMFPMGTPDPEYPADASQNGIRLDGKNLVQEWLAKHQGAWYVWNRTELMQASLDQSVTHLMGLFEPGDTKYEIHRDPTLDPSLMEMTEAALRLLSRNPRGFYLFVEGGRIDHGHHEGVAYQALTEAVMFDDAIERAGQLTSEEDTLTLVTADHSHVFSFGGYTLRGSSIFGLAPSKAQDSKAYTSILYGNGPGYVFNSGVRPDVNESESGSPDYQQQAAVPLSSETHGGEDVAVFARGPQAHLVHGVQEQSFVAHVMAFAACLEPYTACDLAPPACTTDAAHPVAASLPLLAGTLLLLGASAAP
TIM10 inh: TIM10 yeast growth inhibition | S. cerevisiae TIM10 strain growth, BacTiter-Glo luminescence, 24 h | inhibition, % at 10 µM | 330,000 tested, 1.4% active;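 active = inhibition of 40% or more at the single tested concentration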;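 note: wild-type TIM10 isogenic control strain grown at permissive 25 °C; 0% = DMSO yeast wells and 100% = minimal medium wells without yeast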
APOBEC3G inh: blocks human APOBEC3G single-stranded DNA deamination; inhibition, % at 20 µM; recombinant A3G, ssDNA deamination FAM/TAMRA fluorescence; 330,000 tested, 0.28% active;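 active = inhibition of at least 40% at 20 µM, with no more than 30% in the related APOBEC3A deaminase screen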;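 note: plate controls were DMSO wells with A3G for no effect and wells lacking A3G enzyme for full effect; some compounds called inactive have numbers as strong as hits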
Target sequence (Q9HC16 whole entry, looked up): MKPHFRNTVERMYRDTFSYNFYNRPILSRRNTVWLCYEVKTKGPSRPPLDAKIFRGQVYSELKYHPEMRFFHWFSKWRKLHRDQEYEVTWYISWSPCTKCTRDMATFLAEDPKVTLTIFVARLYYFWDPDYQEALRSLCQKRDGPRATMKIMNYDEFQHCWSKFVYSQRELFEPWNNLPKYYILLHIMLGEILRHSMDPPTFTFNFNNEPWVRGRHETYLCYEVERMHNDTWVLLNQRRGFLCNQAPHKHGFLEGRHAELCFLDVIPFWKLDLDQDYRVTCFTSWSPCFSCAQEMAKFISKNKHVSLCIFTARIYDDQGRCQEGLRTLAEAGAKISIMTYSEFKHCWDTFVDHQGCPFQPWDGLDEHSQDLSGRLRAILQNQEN
mIAP activ: increases mouse intestinal alkaline phosphatase activity | muIAP, CDP-Star luminescence, 30 min; active compounds read high; 1 = vehicle-only enzyme signal, 0 = enzyme-free wells | 330,000 tested, 0.24% active | activation factor at 10 µM;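 active = activation factor of at least 2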; note: the source names both 10 and 20 µM as test concentration; values of inactives mirror those of a sister screen read the other way
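System: Mouse IAP enzyme | Also added: CDP-Star substrate | Dosing: Compounds dispensed in DMSO | Schedule: 30 min enzyme-substrate-compound incubation at room temperature | Technique: Chemiluminescence readout | Control set: DMSO-only wells and no-enzyme negative control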
NALP3 yeast inh: NALP3 inhibition in yeast; Yeast reconstituted NLRP3/ASC/caspase-1, beta-gal luminescence, 24 h; inhibition, % at 10 µM; 330,000 tested, 0.39% active;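 active = inhibition of 50% or more; inactive = inhibition below 50%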;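 note: plate controls were induced DMSO wells for no effect and uninduced yeast grown without galactose for full effect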
beta cell repl: induces beta-cell replication in MIN6 cells. MIN6 cells proliferation, ATPlite luminescence, 48 h; cells starved in 0.2% serum; 100% = growth in 10% serum. proliferation, % at 10 µM. 330,000 tested, 0.29% active;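 active = compounds whose signal lies at least 3.5 SD above the mean of all wells on their plate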;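 note: 0% = DMSO-treated cells in low-serum medium and 100% = 10% serum control; some compounds called inactive have numbers as strong as hits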
tim10-1 inh: tim10-1 yeast growth inhibition. inhibition, % at 20 µM. S. cerevisiae tim10-1 ts strain growth, BacTiter-Glo, 24 h. 330,000 tested, 2.2% active. AID 463190;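 active = inhibition of at least 40%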;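 note: mutant grown at 25 °C; 0% = DMSO wells with yeast and 100% = wells holding no yeast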
A3A deaminase: inhibitors of human APOBEC3A DNA deaminase; AID 493011; inhibition, % at 20 µM; recombinant A3A, FAM/TAMRA ssDNA deamination fluorescence; 330,000 tested, 0.41% active;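 active = at least 40% inhibition at 20 µM here, with at most 30% in a related deaminase screen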;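 note: plate controls were A3A with DMSO for no effect and wells lacking A3A enzyme for full effect; some results filed as inactive read as strong as hits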
* marks the source's active call; other numbers are inactive results.

SMILES	mIAP inh	hIAP block	TIM10 inh	APOBEC3G inh	mIAP activ	NALP3 yeast inh	beta cell repl	tim10-1 inh	A3A deaminase
COc1ccc(CN(C)C(=O)c2ccc(NS(=O)(=O)c3ccc4[nH]c(=O)[nH]c4c3)cc2)c(OC)c1OC	1	-4	3	-5	0.99	12	1	-8	-1
C=CC(COCc1ccccc1)N([C@@H](Cc1ccccc1)C(=O)OC)S(=O)(=O)c1ccccc1Br (stereo not given in full)	-4	-2	-6	-4	1	3	-5	9	-2
Cc1ccc(C)c(N/C=C(\C#N)c2nc3ccccc3o2)c1	1	-32	-3	-7	0.99	1	-2	6	-2
CC12CC(NC(=O)N1c1cccc(C(=O)NCc3ccc4c(c3)OCO4)c1)c1cc(Cl)ccc1O2 (stereo not given)	-6	-9	-7	-3	1.1	13	-4	11	-2
Cc1nn(C)cc1/C=N/NC(=O)c1sc2ccccc2c1Cl	8	20	34	-3	0.92	0	-2	39	-1
CN1CCN(CCCCOc2cccc3ccccc23)CC1	2	-9	-4	-7	0.98	32	-2	7	0
Cn1c(SCC(=O)N2CCN(Cc3ccccc3)CC2)nnc1-c1ccncc1	-1	10	-7	-4	1	5	0	12	1
COc1ccc(S(=O)(=O)N2CCC3(CC2)OCCO3)cc1	-4	-7	5	0	1	24	-2	-3	1
CCOC(=O)c1ccc(Nc2nnc(C)c3ccccc23)cc1	0	-3	21	-8	0.99	18	-4	22	0
CCC1=[N+](CC(=O)c2ccc(C)cc2)CCn2cccc21	-1	-1	-11	-12	1	21	-5	5	-1
COc1cc(-c2noc(CCCC(=O)NC3CCCCC3)n2)cc(OC)c1OC	9	7	20	-3	0.91	4	5	11	2
Cc1ccc2nc(C)c(C(=O)NN=C3CCN(C)CC3)n2c1	2	-16	-3	-10	0.97	13	3	-4	1
COc1ccc(OC)c(C(=O)CSc2nnnn2C)c1	10	8	6	-6	0.9	5	0	14	-1
CCn1cc(CNC(=O)CC2C(=O)NCCN2CC(c2ccccc2)c2ccccc2)cn1 (stereo not given)	-18	-15	7	-7	1.2	4	0	22	-5
CCCCn1c(SCC(=O)Nc2cc(C)on2)nc2ccsc2c1=O	-1	-8	-42	-7	1	1	0	-1	-5
CCCN(C(=O)COC(=O)c1[nH]c(C)c(C(=O)OC)c1C)c1c(N)n(Cc2ccccc2)c(=O)[nH]c1=O	-4	0	15	-2	1	25	-1	9	12
O=C1c2ccsc2SCCN1Cc1cccc(F)c1	4	11	4	-10	0.96	32	0	-2	-4
CCN1C(=O)[C@H]2[C@@H](c3ccc(-c4ccc(OC)cc4)cc3)N3CCC[C@@]3(C(=O)OC)[C@H]2C1=O	2	14	9	-5	0.98	18	-4	22	-2
CCCSc1nc(N)c(C#N)c(-c2ccc(C)cc2)c1C#N	-4	-24	-12	-8	1	3	-1	6	-1
O=C(NCCN1CCOCC1)c1ccc(F)cc1	-4	-3	-13	-11	1	-11	0	-14	-5
CCS(=O)(=O)NCCc1cc2ccc(C)cc2[nH]c1=O	5	27	-12	-5	0.95	4	-2	-8	0
COc1cc([N+](=O)[O-])ccc1NC(=S)NNC(=O)CCC(=O)Nc1ccccc1Cl	16	-96	6	-10	0.84	23	2	14	-5
O=C(CCC(=O)Nc1cccc(Cl)c1)N/N=C/c1cc([N+](=O)[O-])ccc1O	25	-27	8	-4	0.75	29	-5	9	1
N#C/C(=C\c1c(Cl)cccc1Cl)c1nc2ccccc2[nH]1	1	17	48*	-4	0.99	5	-3	63*	0
Cn1c(C(=O)OC(C(=O)NCC2CCCO2)c2cccnc2)cc2sccc21 (stereo not given)	0	15	-1	-3	1	8	-2	4	0
O=C(N/N=C/c1ccc([N+](=O)[O-])o1)c1cc(-c2ccc(-c3ccccc3)cc2)nc2ccccc12	25	-15	38	-2	0.75	0	-6	56*	6
Cc1cccc[n+]1CCCCCCCCCC[n+]1ccccc1C	-5	14	46*	-12	1.1	14	-2	52*	-3
CNC(=S)N1CCc2sccc2C1C (stereo not given)	4	-1	9	-5	0.96	9	-1	-2	-4
COc1cccc(CNC(=O)c2cc(=O)[nH]c3ccc(S(=O)(=O)N4CCOCC4)cc23)c1	5	13	-2	2	0.95	-18	1	8	4
O=C(c1ccncc1)N1CCN(S(=O)(=O)c2ccccc2F)CC1	-4	-2	2	-2	1	21	0	-13	0

Copied from the list:
Cn1c(SCC(=O)N2CCN(Cc3ccccc3)CC2)nnc1-c1ccncc1 in mIAP activ is entered as 1
O=C(CCC(=O)Nc1cccc(Cl)c1)N/N=C/c1cc([N+](=O)[O-])ccc1O in A3A deaminase is entered as 1

(list continues)
SMILES	mIAP inh	hIAP block	TIM10 inh	APOBEC3G inh	mIAP activ	NALP3 yeast inh	beta cell repl	tim10-1 inh	A3A deaminase
CCc1ccc2oc(=O)cc(CN3CCCCC3C)c2c1 (stereo not given)	9	16	16	-6	0.91	-27	3	27	-3
CCOc1ccc(/C=N/Nc2nc(C)cs2)c(O)c1	7	-25	17	-7	0.93	23	-4	23	-9
Cc1cccc(-c2nnnn2-c2cccc(C)c2)c1	-2	1	-14	-2	1	17	-2	4	1
O=C(CCC(=O)CCN1CCCCC1)CCN1CCCCC1	-5	-7	-4	-7	1	15	-2	12	-5
CCOC(=O)C1=C(C)N(C)C(C)=C(C(=O)OCC)C1c1ccncc1	5	-6	30	0	0.95	0	-1	31	1
N#CCSc1nnc(C2CCCCC2)n1Cc1ccccc1	-6	-2	-3	-1	1.1	-12	1	29	1
O=[N+]([O-])c1ccc(NNS(=O)(=O)c2cc(Cl)ccc2Cl)nc1	9	-20	-7	-4	0.91	-3	-1	8	-3
CN(c1ccccc1C(=O)Nc1ccc(F)c(Cl)c1)S(C)(=O)=O	-1	-9	12	-2	1	13	-3	10	6
COc1ccc(Nc2nc(NCC3CCCO3)c3ccccc3n2)c(OC)c1 (stereo not given)	-8	-14	-10	1	1.1	23	-5	3	3
CC[C@@H](C)C(N)c1cn([C@@H](CCC(=O)O)C(=O)N2CCNCC2)nn1 (stereo not given in full)	-4	-1	1	-6	1	16	0	-16	-1
Cc1sc2nc(CN3CCCCC3)nc(N3CCN(C(=O)c4ccco4)CC3)c2c1C	2	4	5	-13	0.98	15	-1	3	-1
COc1ccc(-c2nnn(CC(=O)N3CCN(c4ccc(F)cc4)CC3)n2)cc1	2	-5	2	-4	0.98	10	0	1	-1
COc1ccc(Nc2nc(Nc3ccc(OC)cc3OC)nc(N3CCN(C)CC3)n2)c(OC)c1	2	5	-2	-9	0.98	16	-5	-7	3
NC(=O)c1ccc(NC(=O)COC(=O)c2cccc(Oc3ccccc3)c2)cc1	-7	10	11	-3	1.1	10	-1	14	2
O=C(C1CC(c2ccc(F)cc2)=NO1)N1CCN(Cc2ccccc2)CC1 (stereo not given)	5	0	-23	-4	0.95	26	-1	-7	-3
Fc1ccc(NC(=S)Nc2ccc(Cl)cc2Cl)cc1	7	-3	-24	-1	0.93	14	-3	20	5
Cc1nnc(-c2ccc(Cl)cc2)[nH]c1=O	-1	-8	-2	-7	1	8	3	-5	-1
O=C1NC(=O)/C(=C/c2cccc([N+](=O)[O-])c2)N1	1	-8	-7	-5	0.99	20	-4	13	-4
O=C(Nc1cccnc1)C1CC(c2ccccc2O)=NO1 (stereo not given)	0	14	5	-6	1	12	-3	-7	-2
COc1ccccc1N1CCN(CC(O)COc2ccc(C)cc2C)CC1 (stereo not given)	-2	-4	-4	-7	1	30	-4	10	0
Cc1ccc(S(=O)(=O)N(Cc2cccc(F)c2)C(=O)N2CCN(C)CC2)cc1	5	8	1	-11	0.95	3	5	8	-6
COC(=O)CSc1nnc(-c2sc3cc(OC)ccc3c2Cl)n1C	-2	-2	-7	-6	1	21	-4	15	-7
CCCCCCOc1ccc(N2C(=O)CC(NCc3ccc(S(N)(=O)=O)cc3)C2=O)cc1 (stereo not given)	10	-14	-19	4	0.91	8	0	-3	4
COc1ccc(C(=O)CC(=O)C(=O)Nc2ccccc2OC)cc1	-4	9	-9	-4	1	10	1	24	-5
O=C(CNS(=O)(=O)c1ccc(Br)s1)N1CCN(C(=O)c2ccco2)CC1	-22	-6	-4	-6	1.2	10	-3	-9	0
Cc1ccc(-c2cc(C(=O)N3CCN(c4ccccc4O)CC3)c3ccccc3n2)o1	5	4	29	-8	0.95	11	-6	39	2
CSc1ccc(S(=O)(=O)Nc2ccc(S(=O)(=O)Nc3ccc(C)cc3)cc2)cc1	5	17	5	-7	0.95	1	-4	19	4

A second format for some results above.
O=C(Nc1cccnc1)C1CC(c2ccccc2O)=NO1 (stereo not given)
  mIAP inh = 0 | hIAP block = 14 | TIM10 inh = 5 | APOBEC3G inh = -6 | mIAP activ = 1 | NALP3 yeast inh = 12 | beta cell repl = -3 | tim10-1 inh = -7 | A3A deaminase = -2
COc1ccccc1N1CCN(CC(O)COc2ccc(C)cc2C)CC1 (stereo not given)
  mIAP inh = -2 | hIAP block = -4 | TIM10 inh = -4 | APOBEC3G inh = -7 | mIAP activ = 1 | NALP3 yeast inh = 30 | beta cell repl = -4 | tim10-1 inh = 10 | A3A deaminase = 0
Cc1ccc(S(=O)(=O)N(Cc2cccc(F)c2)C(=O)N2CCN(C)CC2)cc1
  mIAP inh = 5 | hIAP block = 8 | TIM10 inh = 1 | APOBEC3G inh = -11 | mIAP activ = 0.95 | NALP3 yeast inh = 3 | beta cell repl = 5 | tim10-1 inh = 8 | A3A deaminase = -6
